PolyA inhibitor – inhibitors of polyadenylation in S. cerevisiae; S. cerevisiae SKY197-pL101 polyadenylation reporter, beta-gal luminescence; efflux-impaired pdr1/pdr3 knockout yeast; score 100 = 6 SD above DMSO; 300,000 compounds, 0.02% hits; AID 1875; calls only at 12 µM;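 active = lowest replicate activity score at least 50, where 100 means six control SD above control mean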;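 note: yeast exposed to compound for 9 h at 30 °C; higher score means more reporter readthrough which indicates perturbed polyadenylation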
TRPC4 block – TRPC4 (mouse) channel inhibition; Q9QUQ5; 300,000 compounds, 0.39% hits; B-score at 10 µM; HEK293 TRPC4beta/mu-opioid, DAMGO-evoked Fluo4 calcium flux; active compounds read low;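 active = B-score over 3 SD under the library average, no early fluorescence shift, positive overall ratio signal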
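Test system – stable TRPC4beta/mu-opioid receptor HEK293 cells · Probe or stimulus – DAMGO, a submaximal dose followed by a maximal one · Dosing – one concentration per compound · Signal – Fluo4 calcium fluorescence by kinetic imaging, 5 s 1 Hz baseline · Evaluation – per-well B score of integrated baseline-normalized Fluo4 ratio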
Dyrk1A ADPGlo – blocks rat Dyrk1A kinase activity; Q63470; ADP-Glo luminescence, NFATc1 peptide; inhibition, % at 12.5 µM; 310,000 compounds, 0.43% hits; in the data active = inhibition above about 50%;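 note: plate controls were vehicle with enzyme for no effect and no enzyme for full effect; many of its hits are not listed in these tables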
hERG protect – hERG (human) protection from proarrhythmic block; Q12809; CHO-hERG, FluxOR thallium flux, dofetilide IC70 present; activation (rescue from dofetilide block), less the hit threshold, % at 10 µM; 310,000 compounds, 0.51% hits; AID 1511;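 active = activation above the mean of controls blocked by dofetilide plus 5 SD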;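 note: thallium influx through hERG after potassium depolarization seen as dye fluorescence rise; in these data hits start at about 4.7%; inactives centre near -7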
Platelet DG rel – platelet dense granule release activity; human platelet-rich plasma, SFLLRN dense granule ATP release, luminescence; inhibition, %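 (compounds screened at 7.5 µM in platelet-rich plasma)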; 300,000 compounds, 0.22% hits; AID 1663;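 active = mean replicate score, as percent of positive control, at or above 50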
KCNQ1 act – potentiators or activators of human KCNQ1 potassium channel; B-score at 10 µM; P51787; 310,000 compounds, 0.35% hits; CHO-K1 KCNQ1, thallium flux FluxOR fluorescence; active compounds read high; AID 2648;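 active = fluorescence ratio B-score, a plate-corrected score, at least three library SD, with initial intensity B-score within 5 SD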
Target sequence (P51787 whole entry, looked up): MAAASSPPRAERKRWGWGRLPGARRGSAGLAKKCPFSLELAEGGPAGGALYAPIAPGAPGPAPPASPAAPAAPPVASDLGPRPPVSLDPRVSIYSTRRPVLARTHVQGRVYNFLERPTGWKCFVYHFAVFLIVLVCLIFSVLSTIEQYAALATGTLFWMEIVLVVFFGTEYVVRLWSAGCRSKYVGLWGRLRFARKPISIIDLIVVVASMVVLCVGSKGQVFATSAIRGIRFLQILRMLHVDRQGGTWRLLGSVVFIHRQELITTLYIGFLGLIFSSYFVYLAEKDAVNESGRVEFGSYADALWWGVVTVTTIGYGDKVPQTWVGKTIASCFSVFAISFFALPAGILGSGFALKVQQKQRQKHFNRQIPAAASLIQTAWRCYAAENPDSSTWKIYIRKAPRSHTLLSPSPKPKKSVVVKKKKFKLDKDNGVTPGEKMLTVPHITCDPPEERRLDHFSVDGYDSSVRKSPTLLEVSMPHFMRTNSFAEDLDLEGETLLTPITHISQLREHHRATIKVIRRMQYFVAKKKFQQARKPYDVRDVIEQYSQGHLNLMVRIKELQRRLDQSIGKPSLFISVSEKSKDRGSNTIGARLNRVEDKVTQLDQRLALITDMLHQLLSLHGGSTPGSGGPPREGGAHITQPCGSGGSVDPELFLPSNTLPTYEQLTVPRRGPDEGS
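Schedule – 37 °C overnight plating, 90-min dark dye load, 20-min compound pretreatment · System – stable KCNQ1 CHO-K1 line · Probe or stimulus – thallium- and potassium-containing depolarizing buffer · Measured by – kinetic FluxOR fluorescence, 10 s baseline plus 110 s post-stimulus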
KCNQ1 inh – blocks the human KCNQ1 potassium channel; B-score at 10 µM; CHO-K1 KCNQ1, FluxOR thallium flux fluorescence; active compounds read high; AID 2642; P51787; 310,000 compounds, 1.3% hits;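 active = compounds whose thallium flux B-score, printed positive for inhibition, exceeds three library SD while starting fluorescence stays within three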;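 note: channel opened by potassium depolarization with thallium stimulus after 20 min compound exposure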
KCNK3 inh – human KCNK3 channel inhibition, primary screen; B-score at 10 µM; CHO-KCNK3 thallium flux, FluxOR fluorescence; active compounds read low; 340,000 compounds, 0.84% hits; O14649; AID 602410;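 active = B-score under library mean minus 4 SD, starting fluorescence ratio at most library mean plus 5 SD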;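 note: more negative B-score means stronger inhibition of thallium flux through KCNK3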
Target sequence (O14649 whole entry, looked up): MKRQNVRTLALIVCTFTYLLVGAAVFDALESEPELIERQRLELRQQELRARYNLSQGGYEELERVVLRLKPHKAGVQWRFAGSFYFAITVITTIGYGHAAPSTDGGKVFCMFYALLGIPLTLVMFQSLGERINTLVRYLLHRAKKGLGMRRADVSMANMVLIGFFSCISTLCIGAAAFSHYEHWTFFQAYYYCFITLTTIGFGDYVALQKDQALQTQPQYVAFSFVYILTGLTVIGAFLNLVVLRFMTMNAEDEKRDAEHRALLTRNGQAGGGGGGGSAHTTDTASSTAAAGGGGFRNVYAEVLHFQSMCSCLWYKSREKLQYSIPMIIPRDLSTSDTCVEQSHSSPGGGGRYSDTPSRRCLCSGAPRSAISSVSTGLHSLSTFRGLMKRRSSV
TRPC4 agonist – opens the mouse TRPC4 cation channel. Q9QUQ5. HEK293 TRPC4beta/mu-opioid, Fluo4 calcium fluorescence; active compounds read high. B-score at 10 µM. 310,000 compounds, 0.49% hits. AID 2237;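 active = B-score above 5 SD of library B-scores, and initial fluorescence ratio not above library mean plus 5 SD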;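 note: positive B-score marks a calcium rise read as TRPC4 activation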
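Technique: kinetic Fluo4 calcium fluorescence; Test system: TRPC4beta and mu-opioid receptor HEK293 stable cells; Measure: B-scored integrated calcium fluorescence ratio; Benchmarks: low control buffer alone, high control maximal DAMGO; Schedule: 45 min room-temperature Fluo4 loading, 110 s read.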
TRPC4 PAM – allosterically enhances the mouse TRPC4 cation channel. B-score at 10 µM. 310,000 compounds, 0.42% hits. AID 2227. HEK293 TRPC4beta/mu-opioid, DAMGO EC20, Fluo-4 Ca2+ flux; active compounds read high. Q9QUQ5;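 active = B-score of calcium response area above 5 SD of library B-scores, with initial fluorescence ratio within 5 SD of library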;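 note: B-score of integrated fluorescence ratio over time as area under calcium response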
KCNK9 block – human KCNK9 channel inhibition | Q9NPC2 | HEK293 KCNK9, FluxOR thallium flux fluorescence; active compounds read low | B-score at 10 µM | 310,000 compounds, 1.2% hits | AID 488922;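 active = ratio B-score over 3 SD below the library mean, with starting fluorescence within 5 SD of its mean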;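 note: negative B-score means less thallium flux so channel inhibition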
Starred values were filed as active, the others as inactive; i = inactive; / = no result given; & = joins results of further samples.

SMILES | PolyA inhibitor | TRPC4 block | Dyrk1A ADPGlo | hERG protect | Platelet DG rel | KCNQ1 act | KCNQ1 inh | KCNK3 inh | TRPC4 agonist | TRPC4 PAM | KCNK9 block
C=CCn1c(COc2ccc(CC)cc2)nnc1SCC(=O)N(C)C1CCS(=O)(=O)C1 (stereo unspecified) | i | i | 0 | -3 | 7 | i | i | i | i | i | i
Cc1[nH]c2ccccc2c1C(=O)CSc1nc2ncc(Cl)cc2[nH]1 | i | i | 2 | 2 | -2 | i | i | i | i | i | i
CCc1ccccc1N/C(=N\S(=O)(=O)c1ccccc1)C(F)(F)F | i | i | -2 | -9 | 2 | i | i | i | i | i | i
Cc1ccc(NC(=O)CS(=O)CC(=O)Nc2ccc3c(c2)OCO3)cc1Cl (stereo unspecified) | i | i | 7 | -14 | -2 | i | i | i | i | i | i
CN1CCN(S(=O)(=O)c2ccc(Sc3nc4ccccc4[nH]3)c3nsnc23)CC1 | i | i | -2 | -10 | 0 | i | i | i | i | i | i
Cc1ccc(NC(=O)c2cccs2)cc1NC(=O)c1cccc(F)c1 | i | i | -7 | -4 | -2 | i | i | i | i | i | i
Cc1ccc(C(=O)Cn2c(C(=O)OCCO)cc3ccccc32)cc1 | i | i | 18 | -6 | 4 | i | i | i | i | i | i
CC1CCN(S(=O)(=O)c2ccc(NC(=O)Cn3nnc(-c4ccccc4)n3)cc2)CC1 | i | i | / | 1 | -1 | i | i | i | i | i | i
Cn1cccc1Cc1nnc(SCC(N)=O)n1-c1ccc(F)cc1 | i | i | 2 | -5 | 1 | i | i | i | i | i | i
CSc1nc2ccccc2c(=O)n1C1CCCCC1 | i | i | / | -3 | / | i | i | i | i | i | i
CC(C)NC(=O)C1CCCN(S(=O)(=O)c2cccs2)C1 (stereo unspecified) | i | i | 8 | -6 | 1 | i | i | i | i | i | i
CCOc1ccc(C(=O)c2cnc3ccccc3c2N2CCN(CC)CC2)cc1 | i | -5* | 6 | -16 | 6 | i | i | i | i | i | i
N#Cc1ccccc1NC(=O)COc1ccc2c(c1)OCO2 | i | i | 0 | -3 | 2 | i | i | i | i | i | i
COc1ccc(N2CCN(C(c3ccccc3OC)c3nnnn3Cc3ccco3)CC2)cc1 (stereo unspecified) | i | i | / | -5 | -5 | i | i | i | i | i | i
Cc1ccsc1-c1nc(CSCC(=O)NCCN2CCCC2)c(C)o1 | i | i | -4 | -5 | 1 | i | i | i | i | i | i
CCOC(=O)c1cnn(CCOC(=O)c2ccc(F)cc2)c1NC(=O)c1ccc(F)cc1 | i | i | -1 | -6 | -7 | i | i | i | i | i | i
Cc1cccc(N2CCN(S(=O)(=O)c3cccc4nonc34)CC2)c1C | i | i | -7 | -8 | 5 | i | i | i | i | i | i
O=C(NC12CC3CC(CC(C3)C1)C2)c1ccc(Br)o1 | i | i | -4 | -6 | -3 | i | i | i | i | i | i
COc1cc(C)c(C(=O)CC(=O)c2c(C)cc(OC)cc2C)c(C)c1 | i | i | / | -14 | -17 | i | i | i | i | i | i
COC(=O)CNC(=O)C1CCCN1C(=O)CNC(=O)OC(C)(C)C (stereo unspecified) | i | i | 0 | -9 | 0 | i | i | i | i | i | i
COc1cccc(CN2CCN(C(c3ccccc3)c3ccccc3)CC2)c1O | i | i | 20 | -11 | -1 | i | i | i | i | i | i
CCN1CCN(CCNC(=O)c2ccc(/C=C3/Sc4ccccc4N(Cc4cccc(C)c4)C3=O)cc2)CC1 | i | i | 4 | -27 | 2 | i | 13* | -11* | i | i | i
NC(=O)c1ccc(NC(=O)CCN2C(=O)c3ccccc3C2=O)cc1 | i | i | -4 | -6 | 2 | i | i | i | i | i | i
CCOc1ccc(CN2CCN(C(=O)c3cccc4ccccc34)CC2)cc1 | i | i | 11 | -9 | 5 | i | i | i | i | i | i
CC1(C)CC(=O)C=C(NNC(=O)C2CCCCC2)C1 | i | i | 6 | -5 | 1 | i | i | i | i | i | i
COc1ccccc1N1CCN(c2nccc(C)n2)CC1 | i | i | -3 | -8 | -1 | i | i | i | i | i | i
NC(=O)CSc1nnc2ccc(-c3ccco3)nn12 | i | i | 8 | -8 | -5 | i | i | i | i | i | i
N#C/C(=C\c1cccs1)C(=O)NCc1ccccc1 | i | i | -10 | -4 | -11 | i | i | i | i | i | i
O=C1COc2ccc(S(=O)(=O)Nc3ccc(F)cc3)cc2N1 | i | i | -4 | -10 | 9 | i | i | i | i | i | i
CCN=C1SC(CC(=O)Nc2ccccc2)C(=O)N1CC (stereo unspecified) | i | i | -2&14 | -23 | / | i | i | i | i | i | i

At a glance, 6 of the compounds above:
SMILES | PolyA inhibitor | TRPC4 block | Dyrk1A ADPGlo | hERG protect | Platelet DG rel | KCNQ1 act | KCNQ1 inh | KCNK3 inh | TRPC4 agonist | TRPC4 PAM | KCNK9 block
CC1(C)CC(=O)C=C(NNC(=O)C2CCCCC2)C1 | i | i | 6 | -5 | 1 | i | i | i | i | i | i
COc1ccccc1N1CCN(c2nccc(C)n2)CC1 | i | i | -3 | -8 | -1 | i | i | i | i | i | i
NC(=O)CSc1nnc2ccc(-c3ccco3)nn12 | i | i | 8 | -8 | -5 | i | i | i | i | i | i
N#C/C(=C\c1cccs1)C(=O)NCc1ccccc1 | i | i | -10 | -4 | -11 | i | i | i | i | i | i
O=C1COc2ccc(S(=O)(=O)Nc3ccc(F)cc3)cc2N1 | i | i | -4 | -10 | 9 | i | i | i | i | i | i
CCN=C1SC(CC(=O)Nc2ccccc2)C(=O)N1CC (stereo unspecified) | i | i | -2&14 | -23 | / | i | i | i | i | i | i

Carrying on:
SMILES | PolyA inhibitor | TRPC4 block | Dyrk1A ADPGlo | hERG protect | Platelet DG rel | KCNQ1 act | KCNQ1 inh | KCNK3 inh | TRPC4 agonist | TRPC4 PAM | KCNK9 block
CS(=O)(=O)c1cccc(NC(=O)C2CC2)c1 | i | i | 2 | -4 | 5 | i | i | i | i | i | i
O=C(Nc1nnc(Cc2ccccc2)s1)c1cnccn1 | i | i | -6 | -7 | -4 | i | i | i | i | i | i
COc1ccc(CCOC(=O)c2ccc(N)c([N+](=O)[O-])c2)cc1 | i | i | 38 | -7 | -10 | i | i | i | i | i | i
O=C(O)CCSc1nnc(-c2ccc3c(c2)OCO3)o1 | i | i | 6 | -15 | -1 | i | i | i | i | i | i
CC(=O)OC(C(=O)N1CCN(c2ccccc2F)CC1)c1ccccc1 (stereo unspecified) | i | i | -9 | -12 | -2 | i | i | i | i | i | i
Cc1cc(=O)[nH]c2c(C)cc(S(=O)(=O)NCc3ccccc3)cc12 | i | i | -3 | -5 | -7 | i | i | i | i | i | i
O=C1c2ccccc2C(=O)N1CCCCN(C(=O)c1cc([N+](=O)[O-])ccc1Cl)c1ccc(Cl)cc1 | i | i | -11 | -5 | 1 | i | i | i | i | i | i
O=C(O)CSCC(=O)N1CCN(c2ncnc3scc(-c4ccccc4)c23)CC1 | i | i | -1 | -4 | 2 | i | i | i | i | i | i
OCCC1CN(C2CSCCSC2)CCN1Cc1ccccc1 (stereo unspecified) | i | i | -3 | -8 | -2 | i | i | i | i | i | i
Oc1ccc2oc3c(c2c1)CCCC3 | i | i | 8 | -6 | 0 | i | i | i | i | i | i
O=C(c1ccc(Cl)cc1)C1C2C(=O)N(c3ccccc3)C(=O)C2C2CCCN21 (stereo unspecified) | i | i | -2 | -16 | 5 | i | i | i | i | i | i
O=c1nc(-c2ccccc2)cn[nH]1 | i | i | 0 | -7 | -2 | i | i | i | i | i | i
CSc1nnc(-c2ccc(C(F)(F)F)nc2C)o1 | i | i | 4 | -9 | 8 | i | i | i | i | i | i
Cc1ccccc1NC(=O)C1COc2ccccc2O1 (stereo unspecified) | i | i | -3 | -9 | 0 | i | i | i | i | i | i
COc1ccc(Cc2nnc(SCc3ccc([N+](=O)[O-])cc3)o2)cc1 | i | i | / | -3 | -5 | i | i | i | i | i | i
CN(C)CCCNC(=O)c1cc2c3ccccc3n(C)c2s1 | i | i | 4 | -16 | 11 | i | i | i | i | i | i
O=C(NCc1cccs1)c1cccnc1Cl | i | i | -2 | -2 | 22 | i | i | i | i | i | i
Cc1ccc(S(=O)(=O)NCCCNc2ccc([N+](=O)[O-])cc2)cc1 | i | i | -1 | -21 | -9 | i | i | i | i | i | i
Cc1cccc(NC(=O)CSc2n[nH]c(-c3ccncc3)n2)c1C | i | i | -6 | -12 | -3 | i | i | i | i | i | i
CCc1nnc(NC(=O)c2cc(S(=O)(=O)N3CCN(c4ccccc4)CC3)ccc2Cl)s1 | i | i | 18 | -1 | / | i | i | i | i | i | i
O=C(O)C1C2C=CC3(CN(C4CCCC4)C(=O)C13)O2 (stereo unspecified) | i | i | 20 | -9 | -13 | i | i | i | i | i | i
COCCN(C(=O)COC(=O)CCn1c(C)csc1=O)c1c(N)n(Cc2ccccc2)c(=O)[nH]c1=O | i | i | -6 | -3 | -26 | i | i | i | i | i | i
C/C(CC(=O)NC(C)(C)C)=N\NC(=O)c1ccccc1N | i | i | -8 | -6 | 0 | i | i | i | i | i | i
Cc1c(C(=O)NCc2ccc(F)cc2)oc2ccc(S(=O)(=O)N3CCOCC3)cc12 | i | i | -3 | -6 | 7 | i | i | i | i | i | i
Cc1cc(N)n2nc(C(F)(F)F)nc2n1 | i | i | -6 | -6 | -7 | i | i | i | i | i | i
O=C1CCN(CCc2ccccc2)CCN1[C@H](COc1ccccc1)c1ccccc1 | i | i | 0 | -21 | 6 | i | i | i | i | i | i
COC(=O)C1CSC(C(=O)OC)N1C(=O)Nc1c(C)cccc1C (stereo unspecified) | i | i | 2 | -9 | -14 | i | i | i | i | i | i
COc1cc2c3nnc(-c4ccccc4)c-3cn(Cc3ccc(F)cc3)c2cc1OC | i | i | 4 | -15 | 4 | i | i | i | i | i | i
O=C1CCCc2ccccc2N1Cc1ccccc1 | i | i | -5 | -23 | 6 | i | i | i | i | i | i
O=C(COC(=O)CNC(=O)c1ccco1)Nc1ccc(Cl)cn1 | i | i | 11 | -1 | 0 | i | i | i | i | i | i

Source: PubChem

The list is partial; the hit share may differ from the screen's.
